# Screening results (PubChem)
# UHRF1 binding = blocks human UHRF1 binding to methylated DNA | UHRF1 binding to methylated oligo, TR-FRET | Q96T88 | inhibition, % at 4.4 µM | 0.75% of 370,000 active; in the data active = inhibition above about 21%;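 also: UHRF1 SRA domain binding a hemimethylated CpG hairpin DNA probe; 0% = median of test compound wells and 100% = reference inhibitor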
# MBD2 inh = MBD2-methylated oligo binding inhibition; Q9UBB5; TR-FRET, MBD2 binding to methylated oligonucleotide; inhibition, % at 4.4 µM; 0.31% of 370,000 active; in the data active = inhibition above about 13%
# Target sequence (Q9UBB5 whole entry, looked up): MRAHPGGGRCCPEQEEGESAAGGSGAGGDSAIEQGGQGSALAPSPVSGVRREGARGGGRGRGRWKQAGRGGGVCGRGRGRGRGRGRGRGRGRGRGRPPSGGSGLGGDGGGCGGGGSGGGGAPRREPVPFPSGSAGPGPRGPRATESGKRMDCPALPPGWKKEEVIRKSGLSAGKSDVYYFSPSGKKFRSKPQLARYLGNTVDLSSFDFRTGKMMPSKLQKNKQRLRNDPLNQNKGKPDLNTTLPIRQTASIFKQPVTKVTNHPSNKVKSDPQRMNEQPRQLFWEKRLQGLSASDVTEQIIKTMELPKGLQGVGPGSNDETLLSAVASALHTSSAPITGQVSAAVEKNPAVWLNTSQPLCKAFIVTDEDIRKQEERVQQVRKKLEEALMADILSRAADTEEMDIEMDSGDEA
# ASAP1 GAP inh = blocks human ASAP1-stimulated Arf1 GTP hydrolysis. Q9ULH1. GDP FP detection. inhibition, % at 16.5 µM. 0.19% of 360,000 active. AID 624377; in the data active = inhibition above about 25%;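 also: 0% = vehicle with enzyme and substrate and 100% = no enzyme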
# DDE Tn6 FP inh = disrupts Tn6 cyclic peptide binding to fibrin D-Dimer-E complex; Fibrin DD(E) TRITC-Tn6 fluorescence polarization displacement; 0.21% of 370,000 active; inhibition, % at 8.3 µM; P02675; AID 720509;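 active = inhibition above a per-campaign cutoff: mean of compounds within control limits plus 3 SD, cut at about 15% in these data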;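 also: 0% = median of all compound wells on the plate and 100% = blocking peptide control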
# ARFGAP1 inhibitor = inhibitors of rat ARFGAP1; Arfgap1-stimulated ARF1 GTP hydrolysis, GDP FP detection; Q62848; 0.26% of 360,000 active; inhibition, % at 16.5 µM;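 active = inhibition above a per-plate limit, mean inhibition of low control wells plus 3 SD, cut at about 25% in these data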;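 also: 0% = DMSO wells with enzyme and 100% = wells lacking Arfgap1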
# Target sequence (Q62848 1-136 limits assumed): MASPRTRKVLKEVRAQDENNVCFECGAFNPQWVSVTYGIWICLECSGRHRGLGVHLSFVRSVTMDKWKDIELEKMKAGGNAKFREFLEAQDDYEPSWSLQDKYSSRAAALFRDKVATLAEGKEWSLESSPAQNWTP
#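 Material: rat Arfgap1 GAP domain (His6, aa 1-136), purified enzyme. Also added: human ARF1(Δ1-17)-GTP substrate. Compound dosing: 16.5 µM single point, 1.26% DMSO. Timing: enzyme reaction 120 min at 25 °C after 20 min preincubation. Signal: GDP detection by fluorescence polarization. Read-out basis: percent inhibition of GAP-stimulated GDP formation, scaled between DMSO and no-Arfgap1 medians.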
# PLC-gamma1 inh = inhibitors of human phospholipase C gamma1; P19174; purified PLC-gamma1, fluorogenic substrate, fluorescence; inhibition, % at 12.2 µM; 0.84% of 370,000 active; in the data active = inhibition above about 9.5%
# KLK7 zymogen act = proKLK7 (human) activation, primary screen; P49862; purified proKLK7, EDANS-DABCYL substrate fluorescence; 100% is mature enzyme control, 0% vehicle; activation, % at 7 µM; 0.9% of 370,000 active; AID 652039;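 active = activation above the mean of all tested compounds plus 3 SD, computed per campaign excluding outliers beyond control limits, cut at about 13% in these data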
# Target sequence (P49862 whole entry, looked up): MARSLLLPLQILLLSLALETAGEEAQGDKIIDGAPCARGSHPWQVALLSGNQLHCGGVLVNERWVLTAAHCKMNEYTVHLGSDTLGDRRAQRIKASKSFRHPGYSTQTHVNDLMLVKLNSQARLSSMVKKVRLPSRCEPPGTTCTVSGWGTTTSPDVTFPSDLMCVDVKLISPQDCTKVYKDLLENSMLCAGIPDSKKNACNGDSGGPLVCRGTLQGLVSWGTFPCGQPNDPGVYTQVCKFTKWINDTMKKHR
# DDE Tn7 FP inh = inhibitors of Tn7 peptide binding to human fibrin DD(E); P02675; FP displacement of FITC-Tn7 peptide from fibrin DD(E); 0% = median of compound wells per plate; inhibition, % at 8.3 µM; 0.13% of 370,000 active;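 active = inhibition above the mean of compounds falling within the control limits plus 3 SD of them, cut at about 14% in these data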;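 also: 0% = plate median of compound wells and 100% = 10 µM Aha-Tn7 peptide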
#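 Test system – human fibrin DD(E) · Times – 10 min preincubation, 3 h with tracer, room temperature · Detection – fluorescence polarization of the labelled Tn7 tracer · Measure – percent inhibition normalized to high-control wells · Benchmarks – high control wells with 10 µM unlabelled Aha-Tn7 peptide (full inhibition) · Repeats – singlicate testing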
# PLCb3 inh = PLC-beta3 (human) inhibition, primary screen | AID 720704 | inhibition, % at 12.2 µM | Purified PLC-beta3, fluorogenic substrate, fluorescence | Q01970 | 0.18% of 370,000 active; in the data active = inhibition above about 11%;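 also: 0% = median of compound wells on plate and 100% = full blocker control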
# ADAM17 inh = inhibits human ADAM17 | 0.83% of 370,000 active | recombinant ADAM17, EDANS/DABCYL FRET peptide cleavage | inhibition, % at 6.95 µM | P78536;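 active = inhibition above the mean of compounds lying between control limits plus 3 SD, set per campaign, cut at about 8.5% in these data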;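 also: 0% = DMSO-only wells as the low control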
# * = called active by the depositor; . = not tested or not shown.
SMILES,UHRF1 binding,MBD2 inh,ASAP1 GAP inh,DDE Tn6 FP inh,ARFGAP1 inhibitor,PLC-gamma1 inh,KLK7 zymogen act,DDE Tn7 FP inh,PLCb3 inh,ADAM17 inh
CC1(c2ccc3ccccc3c2)NC(=O)N(CC(=O)N2CCN(S(=O)(=O)c3ccccc3F)CC2)C1=O (configuration not stated),-1,-1,-2,5,16,-3,0.6,-3,-8,-2
COc1cccc(OCc2nc3ccccc3[nH]2)c1,4,4,3,-6,3,0,0.6,6,-3,-5
Nn1c(SCc2cccc(Br)c2)nnc1-c1cccnc1,-1,1,-6,7,-4,1,-0.9,0,-5,-2
O=C(/C=C\c1ccco1)NC(=S)Nc1ccccc1O,-3,0,8,2,-15,-13,0.0,-1,-31,-1
O=C(c1cnccn1)N1CCc2ccccc21,-2,0,10,1,-5,1,0.0,-5,-1,-2
COc1ccc(CCNC(=O)Cn2c(=O)oc3cc(Cl)ccc32)cc1OC,-2,1,1,6,-2,2,0.4,2,-4,-1
Nn1c(SCC(=O)Nc2c(Cl)cccc2Cl)nncc1=O,-1,4,-10,5,-1,1,0.5,0,-2,-12
Cc1ccc2[nH]c3c(c2c1)CCNC3=O,-2,-5,4,-1,11,-58,2.9,-1,-86,-74
COc1cccc(/C=N\NC(=O)c2ccc(C)nc2)c1,2,0,-10,-1,-13,-2,0.3,1,-5,-1
O=C(Nc1ccon1)c1cccc(S(=O)(=O)N2CCCCC2)c1,0,-6,11,6,-5,4,-0.8,-7,2,6
CCOc1ccc(NC(=O)CN2C(=O)CSC(C)C2=O)cc1 (configuration not stated),2,1,-8,-1,13,2,0.4,-2,-7,-4
N#CCCN(Cc1cccnc1)C(=O)Nc1ccccc1,2,1,-10,10,8,-2,0.6,4,-1,-3
O=C(Nc1ccccc1N1CCN(C(=O)c2ccc(Cl)cc2)CC1)c1ccc2c(c1)OCO2,0,0,-15,10,5,-1,-0.7,4,-7,4
O=C1CCCCC(=O)N(c2ccccc2)c2ccccc21,-1,2,11,-6,7,-2,0.5,-5,-3,-4
O=C(N/N=C/c1ccccc1[N+](=O)[O-])c1cccs1,1,1,-8,-1,-4,-2,0.1,3,2,-6
Cc1ccc(NC(=O)c2ccc(=O)[nH]n2)cc1S(=O)(=O)Nc1ccccc1Cl,1,1,7,4,2,2,0.1,-1,-2,-2
COc1cccc(C2C(C#N)=C(N)Oc3cc(C)oc(=O)c32)c1OC (configuration not stated),-2,-4,-7,6,0,-5,0.7,4,-3,-3
CCOc1ccc(NC(=O)CN(c2cccc(C(F)(F)F)c2)S(C)(=O)=O)cc1,1,7,2,3,-1,-2,-0.3,-2,-2,-3
COc1cccc(C(C(=O)NCC2CCCO2)N(C(=O)Cn2nnc3ccccc32)c2ccc(NC(C)=O)cc2)c1 (configuration not stated),0,-3,-11,8,9,-2,-0.3,-1,-1,1
COCC(=O)N1CCC(Oc2ccc(C(=O)NC3Cc4ccccc4C3)cc2)CC1,-3,0,10,-1,-12,0,0.1,5,-7,-3
COC(=O)C[C@H]1CC[C@@H]2[C@H](COC[C@H](O)CN2S(=O)(=O)c2ccccc2OC)O1,9,9,-7,-3,0,3,-0.3,-1,0,-7
COC(=O)c1cc(-c2ccc(Oc3ccccc3)cc2)c(=O)n2c1CCC2,0,-1,.,-12,.,-36,-0.4,4,-48,-39
OCC1OC(C(N=Nc2ccccc2)=NNc2ccccc2)C(O)C1O (configuration not stated),4,-2,7,-4,11,-3,-0.1,-1,-10,-5
CC(=O)Nc1ccccc1NC(=O)C(F)(F)F,0,4,-6,-1,3,2,0.7,-2,4,1
CN(CC(=O)Nc1ccc(Cl)c(C(F)(F)F)c1)C(=O)CCCc1nc2ccccc2c(=O)[nH]1,-2,-4,1,2,2,3,-0.4,-2,0,1
N#CCC(=N)N1CCN(c2cccc(Cl)c2)CC1,-1,2,9,-6,5,-8,0.0,0,-9,-1
CCc1cc(-c2[nH]ncc2-c2nc3ccccc3n2C)c(O)cc1O,-2,-1,17,1,-14,-3,0.2,2,-11,-7
CCOc1ccccc1N1CCN(CC(=O)c2c(N)n(C)c(=O)n(C)c2=O)CC1,12,-1,3,-4,6,-2,-0.1,-4,2,-2
CCOc1ccccc1NC(=O)Cn1nnc(-c2ccc(OCC)c(OCC)c2)n1,-3,-3,-22,8,-11,0,0.5,3,-1,0
CC(C)CCN1C(=O)c2ccccc2C1c1nnnn1Cc1ccccc1 (configuration not stated),1,-4,4,8,-8,3,0.3,-1,4,0
CCN1C(=O)/C(=C/c2cn(C)nc2C)SC1=S,-1,-4,4,-7,-14,2,0.3,6,7,0
CCOc1ccccc1N(CC(=O)NC1CCCCC1)C(=O)CCCC(=O)Nc1ccccn1,0,-5,6,-3,-4,6,0.3,-8,2,-3
CC(C)CCn1c(CN2CCOCC2)nc2c1c(=O)n(C)c(=O)n2C,0,3,-10,2,-11,-4,0.1,-5,-2,-4
O=C(Nc1nc(-c2cccnc2)cs1)c1ccc(S(=O)(=O)N2CCOCC2)cc1,1,0,6,-7,-23,2,-0.2,-5,6,3
CCOC(=O)Nc1ccc2nc(N3CCCCCC3)sc2c1,3,-4,-8,3,0,7,-0.6,-1,-5,3
Cc1ccc(C)c(NC(=O)c2ccccc2NS(=O)(=O)c2cc([N+](=O)[O-])ccc2C)c1,7,2,19,1,3,1,0.3,-8,4,2
O=C(Cn1ncc2c([nH]c3ccccc32)c1=O)NCCCN1CCN(c2ccccc2)CC1,-2,1,-5,0,-5,2,0.4,0,1,-6
Cc1cc(CNCc2cn(C)nc2-c2ccc(Oc3ccccc3)cc2)on1,-4,0,18,1,17,2,0.3,-7,4,1
Cn1c(CN2CCC(C(N)=O)CC2)c(C#N)c2ccccc21,0,-3,0,-5,-4,-10,-3.8,-7,-14,0
COc1cc(Cl)c(C)cc1NC(=O)[C@@H]1CCCN1C(=O)c1cccs1,2,4,2,8,3,1,-0.1,3,-2,0
CCCCSc1nc(NCc2ccco2)c2c3c(sc2n1)COC(C)(C)C3,-3,2,6,-1,15,-4,0.4,-1,-6,-18
CC(=O)c1nn(-c2ccc(C)cc2)cc1C(=O)c1cccc(Br)c1,0,-2,2,7,-11,-3,0.0,7,-5,-3
Cc1cc2ccccc2n1CCNC(=O)C(C)(C)C,-6,-5,-2,3,11,-29,0.4,-4,-36,-6
Cc1cc(Cl)ccc1OC(C)C(=O)N1CCCN(C(=O)C(C)Oc2ccc(Cl)cc2C)CC1 (configuration not stated),7,-1,12,-15,-3,10*,0.7,1,4,15*
Cc1cc(C)cc(NC(=O)NCCCN2CCN(c3ccc(F)cc3)CC2)c1,-1,-3,.,-5,.,2,0.7,-5,3,3

# Part of the list above in order of number of heavy atoms, smallest number first.
SMILES,UHRF1 binding,MBD2 inh,ASAP1 GAP inh,DDE Tn6 FP inh,ARFGAP1 inhibitor,PLC-gamma1 inh,KLK7 zymogen act,DDE Tn7 FP inh,PLCb3 inh,ADAM17 inh
CCOC(=O)Nc1ccc2nc(N3CCCCCC3)sc2c1,3,-4,-8,3,0,7,-0.6,-1,-5,3
COc1cc(Cl)c(C)cc1NC(=O)[C@@H]1CCCN1C(=O)c1cccs1,2,4,2,8,3,1,-0.1,3,-2,0
CCCCSc1nc(NCc2ccco2)c2c3c(sc2n1)COC(C)(C)C3,-3,2,6,-1,15,-4,0.4,-1,-6,-18

# More entries
SMILES,UHRF1 binding,MBD2 inh,ASAP1 GAP inh,DDE Tn6 FP inh,ARFGAP1 inhibitor,PLC-gamma1 inh,KLK7 zymogen act,DDE Tn7 FP inh,PLCb3 inh,ADAM17 inh
Cc1ccc(NC(=O)Nc2cccnc2)cc1NC(=O)Nc1cccnc1,-3,-3,3,-1,-7,5,0.4,-6,-3,-2
Cc1ccc2c(c1)S(=O)(=O)c1ccc3ccccc3c1N2,-1,-7,-18,5,5,-6,0.2,5,-15,-14
OC(c1ccc(Cl)c(F)c1)c1ncc(-c2ccccc2Cl)[nH]1 (configuration not stated),1,-3,8,0,2,7,0.1,-10,2,7
Cc1ccc(-n2c3c(cc(C(=O)NCc4ccco4)c2=O)C(=O)CC(C)(C)C3)cc1,4,4,-1,5,-3,0,-0.3,-3,-2,-34
CCN(CCCNC(=O)Cn1ncc2c([nH]c3ccc(C)cc32)c1=O)Cc1ccccc1,3,3,5,-5,-8,-6,0.1,0,-15,-28
COc1ccc(S(=O)(=O)Cc2ccc(C(=O)NCCCN(C)c3ccccc3)o2)cc1,-3,-4,4,-7,-1,0,-0.1,-8,5,3
Cc1c(OC(C)C(=O)N[C@@H](Cc2ccccc2)C(=O)O)ccc2c3c(c(=O)oc12)CCCC3 (some centres not stated),-3,-4,-7,-2,-4,-87,-19,-2,-121,-136
O=C(NCCc1ccc(F)cc1)c1cc2ccccn2n1,1,-7,.,1,.,5,-1.0,-6,2,2
COc1cc(CCC(=O)NCc2ccc(Cl)cc2)cc(OC)c1OC,1,0,-6,0,-9,0,-0.1,4,-4,-3
Cc1cc(NC(=O)Nc2ccc(F)cc2)no1,1,2,5,6,4,-1,-0.2,-2,1,-7
O=S(=O)(N(Cc1ccccc1)[C@H](CO)Cc1ccccc1)N(Cc1ccccc1)[C@H](CO)Cc1ccccc1,0,0,4,-2,1,3,0.6,-3,5,0
COc1ccc(C(CNC(=O)COc2ccc(F)cc2Br)N2CCCC2)cc1 (configuration not stated),0,0,-8,0,-2,-2,0.4,-4,2,-2
O=C(NCc1ccco1)C1CCCN(S(=O)(=O)c2cnc[nH]2)C1 (configuration not stated),1,-2,3,-3,10,2,0.1,1,-2,-1
COc1ccc(-c2nnnn2C)cc1S(=O)(=O)NCCc1ccccc1,-2,-1,-4,1,3,2,-0.1,-7,-4,2
CC[N+](CC)(CC)CCOc1ccc(/C=C/c2ccccc2)cc1,19,4,4,-2,1,-1,0.6,-9,-1,-3

# An excerpt from above, showing only PLCb3 inh:
Compound,PLCb3 inh
O=S(=O)(N(Cc1ccccc1)[C@H](CO)Cc1ccccc1)N(Cc1ccccc1)[C@H](CO)Cc1ccccc1,5
O=C(NCc1ccco1)C1CCCN(S(=O)(=O)c2cnc[nH]2)C1 (configuration not stated),-2

# Following part.
SMILES,UHRF1 binding,MBD2 inh,ASAP1 GAP inh,DDE Tn6 FP inh,ARFGAP1 inhibitor,PLC-gamma1 inh,KLK7 zymogen act,DDE Tn7 FP inh,PLCb3 inh,ADAM17 inh
CCCCn1nc(C(=O)NC2CCCCCC2)c2ccccc2c1=O,3,-1,4,1,7,3,0.0,-6,2,1
O=C(Nc1ccc(F)cc1)C1CCCN1S(=O)(=O)c1ccc(Br)cc1 (configuration not stated),-1,4,-8,-2,0,-3,0.0,2,-6,-1
COc1ccc(C(=O)Nc2cccc(C(=O)O)c2)cc1S(=O)(=O)N1CCCC1,-3,-5,-4,0,-8,-2,-0.1,1,-7,-3
Cc1cc(C)c2ccc(NN)nc2c1O,-5,1,5,0,3,-3,0.2,-2,0,1
Oc1ccc(/C=N/n2c(-c3ccccc3)n[nH]c2=S)cc1Br,0,4,9,3,4,-3,-0.3,0,-10,-1
Cc1ccc(S(=O)(=O)N2C[C@@H]3[C@H]4CC[C@H](C4)[C@@H]3[C@@H](C)C2CC(=O)c2ccccc2)cc1 (some centres not stated),0,-3,-1,9,6,4,-0.3,0,6,0
